Assay outcomes: PubChem, several laboratories
Ba/F3 V617F tox: lowers viability of Ba/F3 cells expressing EpoR and JAK2V617F. ATP luminescence. inhibition, % at 5.6 µM. 1.1% of 220,000 active. AID 1446;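 active = inhibition above the campaign mean plus 3 SD over all tested compounds, cut at about 24% in these data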;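 note: cytokine-independent growth of Ba/F3 cells driven by EpoR plus mutant JAK2; 0% = DMSO-treated cells and 100% = JAK inhibitor I control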
PGE2 EP2 inh: blocks the human prostaglandin E2 receptor EP2. P43116. C6 glioma cells expressing human EP2, cAMP TR-FRET; cells stimulated with saturating PGE2. inhibition, % at 25 µM. 0.52% of 260,000 active. AID 1422;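 active = percent inhibition above 40 after rounding to a whole number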;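 note: rat C6 glioma host cells with rolipram phosphodiesterase inhibitor present; the protocol text gives 20 µM as final concentration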
Target sequence (P43116 whole entry, looked up): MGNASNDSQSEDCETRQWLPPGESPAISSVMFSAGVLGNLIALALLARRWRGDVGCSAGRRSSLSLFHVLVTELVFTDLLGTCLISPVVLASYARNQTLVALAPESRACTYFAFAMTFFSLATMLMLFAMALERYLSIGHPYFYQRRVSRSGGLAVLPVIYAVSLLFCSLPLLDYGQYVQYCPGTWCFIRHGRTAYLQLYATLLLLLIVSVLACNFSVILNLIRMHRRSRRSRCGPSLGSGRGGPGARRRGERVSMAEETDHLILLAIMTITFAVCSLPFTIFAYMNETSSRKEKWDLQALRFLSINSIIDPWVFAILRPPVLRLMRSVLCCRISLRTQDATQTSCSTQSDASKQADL
TbHK1 inh: T. brucei hexokinase 1 inhibition; recombinant TbHK1, G6PDH-coupled NADH A340; AID 1430; inhibition, % at 10 µM; 0.11% of 220,000 active;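 active = inhibition of 50% or more in the single-dose primary screen; inactive = inhibition below 50%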
Furin inh: blocks human furin protease activity | 0.061% of 220,000 active | purified furin, fluorogenic substrate cleavage | inhibition, % at 30 µM; in the data active = inhibition above about 25%; note: inactives centre near -15
BaF3 parental: counter-screen for JAK2V617F inhibitors: parental Ba/F3 viability inhibitors; inhibition, % at 5.6 µM; 1.1% of 220,000 active; CellTiter-Glo ATP luminescence;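 active = inhibition above a per-campaign cutoff, the mean inhibition of all tested compounds plus 3 SD, cut at about 27% in these data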;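 note: 0% = DMSO wells and 100% = JAK Inhibitor I control wells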
RBBP9 inhibitor: inhibitors of human serine hydrolase RBBP9. recombinant RBBP9, FP-Rh probe fluorescence polarization. O75884. inhibition, % at 7.94 µM. 0.2% of 220,000 active. AID 1515;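 active = inhibition above the campaign mean of all tested compounds plus 3 SD, cut at about 14% in these data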;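 note: plate controls were DMSO wells with RBBP9 for no effect and wells lacking RBBP9 protein for full effect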
Target sequence (O75884 whole entry, looked up): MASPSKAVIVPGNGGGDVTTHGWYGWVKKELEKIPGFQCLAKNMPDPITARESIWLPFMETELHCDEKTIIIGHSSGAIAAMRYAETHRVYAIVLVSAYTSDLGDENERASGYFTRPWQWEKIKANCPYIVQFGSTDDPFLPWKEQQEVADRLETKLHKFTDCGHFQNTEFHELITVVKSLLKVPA
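Test system: recombinant human RBBP9. Quantity: 2.5 µM RBBP9 dispensing solution, before mixing. Detection: FP readout at 525/598 nm. Reagent: Serine-hydrolase probe FP-Rh, 375 nM pre-mixing. Measure: % inhibition. Control set: DMSO-treated enzyme wells and wells lacking RBBP9. Buffer or medium: Tris-NaCl-Pluronic buffer, pH 8.0. Times: preincubation 30 min plus labeling 45 min at 25 °C.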
p97 inhibitor: inhibitors of human p97 ATPase; P55072; recombinant p97 ATPase, Kinase-Glo ATP luminescence, 3 h; inhibition, % at 8 µM; 0.42% of 220,000 active; AID 1481; in the data active = inhibition above about 15%;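 note: 0% = DMSO vehicle and 100% = wells lacking enzyme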
PPC-1+TRAIL kill: kills PPC-1 cancer cells in the presence of TRAIL; AID 1443; PPC-1 cells + TRAIL, ATPLite viability luminescence; cell killing (% activity), % at 4 µM; 0.41% of 220,000 active;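 active = cell killing above 50% in the first pass at 4 µM, then a duplicate retest at 5 µM averaging 50% or more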;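 note: plate controls were cells with TRAIL plus DMSO for no effect and medium-only wells lacking cells for full effect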
NCF1 inh: inhibitors of human p47phox binding; P14598; inhibition, % at 24.7 µM; 0.53% of 220,000 active; p47phox/p22phox peptide binding, fluorescence polarization, 2 h;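 active = inhibition above about 30%, limit read from the data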;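 note: 0% = p47phox with labelled peptide and 100% = labelled peptide alone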
Target sequence (P14598 whole entry, looked up): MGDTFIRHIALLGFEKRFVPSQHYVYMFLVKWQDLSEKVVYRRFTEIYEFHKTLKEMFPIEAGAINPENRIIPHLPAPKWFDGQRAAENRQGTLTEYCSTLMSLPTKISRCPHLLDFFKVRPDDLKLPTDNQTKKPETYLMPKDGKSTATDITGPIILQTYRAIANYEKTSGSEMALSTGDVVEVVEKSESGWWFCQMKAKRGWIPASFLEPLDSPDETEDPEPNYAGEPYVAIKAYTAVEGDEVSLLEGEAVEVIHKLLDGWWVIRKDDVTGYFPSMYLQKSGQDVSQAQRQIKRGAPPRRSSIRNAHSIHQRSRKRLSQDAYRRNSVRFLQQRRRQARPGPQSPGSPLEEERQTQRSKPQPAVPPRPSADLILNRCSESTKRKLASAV
Starred values were filed as active, the others as inactive; · = no result given; & = joins results of further samples; [ ] = another dose, or the depositor's remark.

SMILES	NCF1 inh	BaF3 parental	PGE2 EP2 inh	Furin inh	p97 inhibitor	TbHK1 inh	RBBP9 inhibitor	PPC-1+TRAIL kill	Ba/F3 V617F tox
CCc1ccc(NC(=O)COc2ccc(/C=C(/C#N)c3nc4ccccc4[nH]3)cc2OC)cc1	2.4	1.3	7.2	2.9	9.0	-4.7	-4.5	32.7	-2.4
C=CCN1C(=O)/C(=C\C=C2\N(C)c3ccccc3C2(C)C)SC1=S	-254.1	0.2	6.1	-15.1	-0.9	-1.1	-9.9	12.2	-1.1
Cc1nn(-c2ccccn2)c2nc(-c3cccs3)cc(C(=O)N3CCOCC3)c12	-11.1	5.6	12.0	-53.2	4.7	-7.5	-9.8	-0.6	-0.5
O=C1C(CCS(=O)c2ccccc2)C(=O)N(c2ccccc2)N1c1ccccc1 (stereo unspecified)	-7.5	5.9	13.1&14.9	-12.2	1.0	-1.0	-6.9	8.4	-1.4
CCn1nnc(-c2ccccc2NS(=O)(=O)c2ccc(S(=O)(=O)N3CCCCCC3)cc2)n1	-7.7	3.0	9.8	-11.5	-5.8	-3.2	-6.4	3.0	2.5
COC(=O)c1ccc(C(=S)N2CCOCC2)cc1	-2.1	-2.4	·	19.1[20 µM]	1.4	2.7	-2.4	22.1	-2.5
CC(C)(C)OC(=O)N1CCN(c2ccc(CNC(=O)c3ccc(Cl)cc3)cc2)CC1	-11.4	7.0	7.3	-24.0[20 µM]	-3.1	-12.2	-5.5	-6.8	-0.9
CCCOCC1CC2(CC(C)(c3csc(N)n3)OC2=O)C(=O)O1 (stereo unspecified)	8.0	-3.1	19.7	-22.5[20 µM]	1.7	0.0	-2.1	1.6	-3.5
COc1ccc(C(=O)c2ccccc2)cc1	-2.7	4.7	2.4	-13.3	-2.7	-2.5	-7.2	-0.5	0.7
O=c1[nH]c(CSc2nnc3ccccn23)nc2cc(C(F)(F)F)ccc12	10.6	2.4	4.1	-13.7	2.1	-2.0	-1.0	19.0	-1.4
Fc1ccc(-c2nnn3c2nc(NCc2ccccc2)c2ccccc23)cc1	-8.4	1.4	17.9	-7.7	3.8	-10.1	-13.4	-0.6	-2.2
CCOc1cc2[nH]c(=S)n(CCCN3CCCC3=O)c(=O)c2cc1OCC	8.2	0.6	6.9	0.6	5.3	-13.2	-5.5	7.6	-5.7
COc1ccc(C(CC(=O)O)NC(=O)c2ccccc2[N+](=O)[O-])cc1 (stereo unspecified)	3.7	-4.7	17.8	-9.7	4.2	-8.7	0.8	1.8	0.2
COc1ccccc1Nc1nc2c(C)cccc2cc1C#N	-18.0	-0.3	10.2	-8.9[20 µM]	-0.8	4.2	-11.1	6.5	-0.7
C=C(C)C(=O)N1CC2(CC(c3cccc(NC(=O)/C=C\C=C/C)c3)=NO2)C[C@H]1C(N)=O (stereo partly specified)	11.8	·	8.1	-24.0	·	-9.3	·	1.9	·
O=c1cc(CN2CCN(c3ccccc3O)CC2)nc2sccn12	-3.5	2.2	12.8	-4.8[20 µM]	-2.2	-8.5	-5.8	2.6	2.0
Cc1ccc(NC(=O)NCC2CCN(Cc3cccc(Cl)c3)CC2)cc1Cl	-5.4	8.8	1.9	-22.9	-2.9	15.4	-3.7	31.6	3.0
CC1CCCN(CCOCCOc2ccccc2-c2ccccc2)C1 (stereo unspecified)	2.5	6.3	5.5	-11.9	-5.7	1.0	-9.3	10.7	3.1
CN(C)c1ccc(C(=O)c2ccc(N(C)C)c3ccccc23)cc1	-14.8	93.6*	·	-4.0[20 µM]	-3.3	-13.9	-5.4	19.2	93.7*
CC1CN(c2ccc(C(=O)c3ccccc3C(=O)O)cc2[N+](=O)[O-])CC(C)O1 (stereo unspecified)	-2.7	4.7	5.1	-6.9	-2.3	-30.4	-7.6	26.5	2.3
CN(C)c1ccc(C(=S)N2CCNCC2)cc1	-0.6	0.2	5.4	3.2	1.5	1.3	-3.2	8.1	-3.7
CC(NC(=O)CN(C)Cc1cccs1)c1ccccc1 (stereo unspecified)	·	5.1	0.7	-33.1	0.7	-6.0	-4.7	19.5	-1.1
COc1ccc(NC(C)C(=O)N/N=C/c2ccccc2OCc2cccc(Br)c2)cc1 (stereo unspecified)	-6.7	-1.2	7.5	-10.7	3.6	1.0	-5.9	16.3	-2.8
O=C(Nc1ccc(N2CCCC2)cc1)c1cccc(F)c1	-7.9	7.2	8.0	-19.1[20 µM]	-3.7	1.4	-0.8	23.0	2.4
Cc1cc(C)c(C)c(S(=O)(=O)N2CCN(C(=O)CCC(=O)N3CCOCC3)CC2)c1C	-6.6	-2.0	6.0	3.0	-3.9	-0.5	-10.8	13.4	1.0

In another format: 2 of the compounds above.
Values run as follows: NCF1 inh, BaF3 parental, PGE2 EP2 inh, Furin inh, p97 inhibitor, TbHK1 inh, RBBP9 inhibitor, PPC-1+TRAIL kill, Ba/F3 V617F tox
> Cc1ccc(NC(=O)NCC2CCN(Cc3cccc(Cl)c3)CC2)cc1Cl
    -5.4, 8.8, 1.9, -22.9, -2.9, 15.4, -3.7, 31.6, 3.0
> CC1CCCN(CCOCCOc2ccccc2-c2ccccc2)C1 (stereo unspecified)
    2.5, 6.3, 5.5, -11.9, -5.7, 1.0, -9.3, 10.7, 3.1

The list continues.
SMILES	NCF1 inh	BaF3 parental	PGE2 EP2 inh	Furin inh	p97 inhibitor	TbHK1 inh	RBBP9 inhibitor	PPC-1+TRAIL kill	Ba/F3 V617F tox
COc1ccc(NC(=O)CCc2nc(-c3ccc(C)cc3)no2)c(OC)c1	5.5	4.8	9.6	-18.7[20 µM]	-2.1	-0.6	-3.7	20.7	-1.2
CCN(CC)CCNC(=O)Cc1c(C(=O)O)n(CC)c2ccccc12	-7.8	4.2	4.9	-13.1	3.1	-1.7	4.3	0.7	-1.7
Cc1ccc(S(=O)(=O)Nc2nc(C)c(NC(=O)OCCCl)s2)cc1	2.7	5.0	·	-18.5[20 µM]	-3.0	-4.6	-0.8	17.5	2.4
CCOC(=O)c1c(C)n(C)c2ccc(OC(=O)c3ccc([N+](=O)[O-])cc3)cc12	1.0	8.3	1.9	-14.5	1.5	-10.2	-2.1	14.5	3.7
Cc1cc(NC(=O)c2cc(-c3ccccn3)nc3ccccc23)no1	-8.8	8.9	11.8	-16.7	4.8	-10.7	-0.5	7.3	-1.7
CC(C)CCOCC1CC2(CC(C)(c3csc(N)n3)OC2=O)C(=O)O1 (stereo unspecified)	-5.0	9.1	15.0	-14.7	-6.4	1.6	-0.7	2.8	4.4
CC(C)(C)C1=CC=C(C(C)(C)C)C(=O)C1=O	2.5	1.3	101.5*	-10.9	-5.5	1.6	-5.6	44.9	-0.1
O=C1CC(c2cccc(Cl)c2)c2cc3c(cc2N1)CCC3 (stereo unspecified)	-19.6	26.7*	10.3	-19.3[20 µM]	-1.5	0.5	-4.7	-10.0	9.3
COc1ccc(C(CC(=O)NCC(OC)OC)NS(=O)(=O)c2ccc(Cl)cc2)cc1 (stereo unspecified)	3.8	2.6	5.5	-17.6	3.5	-6.2	7.0	13.6	-1.9
CCOC(=O)c1cc(-c2csc(N/N=C/c3ccccc3Cl)n2)on1	-2.4	-2.6	9.9	-28.1	3.3	-23.7	3.7	8.5	-2.0
CCn1cc(CNC(=O)c2cccc([N+](=O)[O-])c2)cn1	-5.9	5.0	7.0	-6.2	1.8	33.5	-3.7	13.3	-4.3
Cc1ccc(S(=O)(=O)Nc2ccccc2-c2ccccc2NS(=O)(=O)c2ccc(C)cc2)cc1	-10.2	7.7	15.4	-16.8[20 µM]	-1.2	19.5	-6.3	18.0	-1.6
COc1ccc(C2=NOC(C)(c3nnc(-c4ccc(F)cc4)o3)C2)cc1 (stereo unspecified)	2.7	·	18.1	-19.6	·	-7.0	·	3.1	·
CCC(C)C(=O)Nc1cc(OC)c(OC)cc1C(=O)O (stereo unspecified)	6.6	4.8	9.2	-17.6[20 µM]	-2.6	0.4	0.4	-12.2	3.8
CCc1ccccc1N1C(=O)C2CC=CCC2C1=O (stereo unspecified)	-1.2	2.5	21.2	-10.2	-6.8	5.5	-2.5	-8.7	4.8
CCOC(=O)N1CCN(C(=O)CSc2ccc3nnc(-c4ccncc4)n3n2)CC1	-0.7	8.8	8.0	-29.8	6.5	-0.2	-4.4	3.9	-0.6
CN(CCNC(=O)C1CC(=O)N(C2CCCC2)C1)Cc1ccccc1 (stereo unspecified)	·	-0.4	4.8	0.9	2.6	-7.9	3.0	·	-3.2
COC(=O)c1ccc(C2C(C#N)=C(N)Oc3cc(C)n(C)c(=O)c32)cc1 (stereo unspecified)	-5.9	1.9	10.8	10.6[20 µM]	2.7	-4.1	5.2	-1.1	-2.2
Cc1ccc(C(=O)CNc2cccc([N+](=O)[O-])c2)cc1	6.3	2.9	6.5	-28.9	1.3	-5.3	-4.5	2.0	-2.2
CCCC(C)NC(=O)Cc1ccccc1[N+](=O)[O-] (stereo unspecified)	-8.7	4.0	13.1	-23.6	3.8	-5.9	-3.4	-4.4	-3.6
N#Cc1ccc(C(=O)Nc2nc(-c3cccs3)c(C(=O)C(F)(F)F)s2)cc1	-1.8	8.6	·	-12.7	-1.2	-0.4	-9.8	15.2	3.5
CC1CCc2nc(NC(=O)c3cc(C(C)(C)C)nn3C)sc2C1 (stereo unspecified)	1.4	-9.1	7.7	-20.3	0.4	-3.3	-6.9	7.2	-1.4
Cc1cccc(C(=O)N[C@H](C(=O)Nc2ncc(C)s2)C(C)C)c1	9.1	11.9	6.7	-27.8	-0.7	2.1	-4.4	24.2	3.1
O=C(c1cnn2c(C(F)(F)F)cc(-c3ccccc3)nc12)N1CCCCC1c1cccnc1 (stereo unspecified)	-4.2	1.6	16.4	-6.4	4.8	-5.6	-1.8	-2.0	-4.4
CC(C)(C)c1cc(C(=O)NCCN2CCCC2)cc(C(C)(C)C)c1	-8.7	3.5	8.1	-7.8	0.4	-4.0	-1.9	10.8	-0.9

SMILES	NCF1 inh	BaF3 parental	PGE2 EP2 inh	Furin inh	p97 inhibitor	TbHK1 inh	RBBP9 inhibitor	PPC-1+TRAIL kill	Ba/F3 V617F tox
N/C(=N\c1nc2c(c(=O)[nH]1)CCCC2)Nc1ccccc1Sc1ccccc1	-6.8	0.9	4.8	-12.7[20 µM]	-0.8	-9.0	-3.9	-13.0	-2.3
COc1ccc(OC)c(S(=O)(=O)N(C)CC(=O)Nc2cc(Cl)ccc2OC)c1	-9.8	3.9	9.6	-17.4[20 µM]	-3.2	-14.1	-7.3	20.1	0.4
O=C1C2C3c4ccccc4C(c4ccccc43)[C@@H]2C(=O)N1c1ccccn1 (stereo partly specified)	7.2	2.4	9.2	-8.8	5.5	-1.4	-2.3	2.3	-2.0
C/C(=N\NC1=NCCN1)c1ccc(Cl)cc1	0.9	-3.1	1.1	-2.8	-3.9	0.0	2.2	9.0	2.5
CC(C)(C)NC(=O)C(c1ccncc1)N(C(=O)c1csnn1)c1ccccc1 (stereo unspecified)	-9.1	1.8	8.0	6.9[20 µM]	-8.2	-2.5	-9.6	-16.1	5.8
CCC(CC)C(=O)Nc1nnc(SCC(=O)N2CCN(c3ccccc3OC)CC2)s1	0.8	3.3	8.1	-16.6	0.1	0.7	-6.3	4.4	0.7
C/C(=N\NC(=O)CC1N=C(Cc2ccccc2)NNC1=O)c1ccc(C)cc1 (stereo unspecified)	-6.7	2.0	16.6	-13.0[20 µM]	0.3	4.9	-4.8	14.6	-2.0
C=CCNC(=O)/C(C#N)=C/c1c(N2CC(C)OC(C)C2)nc2ccccn2c1=O (stereo unspecified)	-2.3	3.8	6.2	-3.5	8.1	19.3	-2.4	3.1	-1.3

The list is partial; rates above refer to the full screens.
